Screening data: PubChem, National Center for Advancing Translational Sciences (NCATS)
GCN5L2 inh: GCN5L2 (KAT2A) acetyltransferase inhibition; actives 0.21% (n = 390,000); GCN5L2 HAT assay, ThioGlo1 CoA-SH fluorescence; AID 504327; Potency, µM (titrated, usually from 58.9 µM), inactives show top-dose activity change, negative = inhibition, hits mostly inhibitors
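GCN5L2 (20nM final) in 50mM HEPES, 0.1mM EDTA pH 7.5, 0.01% Tween-20 was preincubated 15 min at room temperature with compound, then given ThioGlo1 (50uM), H3(1-25) peptide (75uM) and acetyl-CoA (70uM); CoA-thiol fluorescence (Ex340/Em540) was read at 0 and 20 min.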
FEN1 inh: human FEN1 inhibition. P39748. Recombinant FEN1 flap cleavage, fluorescence, 15 min. Potency, µM (titrated, usually from 114 µM), for inactives: at the top dose activity change, negative = inhibition, usual class: inhibitors. actives 0.35% (n = 390,000); further: nearly all actives have a fitted effect of over 65% in size
Target sequence (P39748 whole entry, looked up): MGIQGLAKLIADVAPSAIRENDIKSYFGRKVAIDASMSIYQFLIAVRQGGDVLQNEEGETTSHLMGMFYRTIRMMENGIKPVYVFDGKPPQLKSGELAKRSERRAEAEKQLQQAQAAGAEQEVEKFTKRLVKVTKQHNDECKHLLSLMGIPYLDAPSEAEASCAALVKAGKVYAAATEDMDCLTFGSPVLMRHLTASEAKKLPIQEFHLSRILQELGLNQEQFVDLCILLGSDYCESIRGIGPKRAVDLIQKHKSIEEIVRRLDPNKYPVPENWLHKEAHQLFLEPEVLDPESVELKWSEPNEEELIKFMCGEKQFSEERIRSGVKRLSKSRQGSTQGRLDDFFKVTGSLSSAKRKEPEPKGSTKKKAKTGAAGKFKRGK
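With each library titrated from low to high concentration, compounds met 10 nM FEN1 for 15 min at room temperature before 50 nM substrate was added; readings at 0 and 15 min fed four-parameter Hill curve fits.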
N370S GC: inhibitors or activators of N370S glucocerebrosidase for Gaucher disease; Potency, µM (top dose mostly 59.4 µM), for inactives: at the top dose activity change, negative = inhibition, hits mostly inhibitors; actives 0.092% (n = 330,000); N370S GC spleen homogenate, 4MU-glucoside fluorescence;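 further: 0% = full enzyme activity and -100% = no enzyme basal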
* = called active by the depositor; ? = inconclusive; . = no result given; & = joins results of further samples. The call rests on the fitted dose curve; in most records, active means well fitted curve in the direction sought with a large enough effect; inconclusive means small, poorly fitted or top-dose-only effect, or another doubt; inactive means no such curve, though single readings can be large; an effect the other way counts as inactive or inconclusive. Unless noted, on the % scale 0 is the no-effect control and ±100 the full control effect; potency means the concentration at half of the fitted maximal effect.

SMILES | GCN5L2 inh | FEN1 inh | N370S GC
O=C(NNC(=O)c1cc(-c2ccncc2)nc2ccccc12)c1ccccc1O | -29% | -2% | -8%
O=C1OCCN1C(=O)[C@H]1[C@H](c2ccc(Cl)cc2)C(c2ccccc2)=NN1c1ccc(Br)cc1 | ? | -13% | ?
COc1ccc(NC(=O)c2scc(S(=O)(=O)C(C)C)c2N)cc1 | -2% | -14% | 0%
Cc1c(C)c2ccc(OCC(=O)NC3CCN(Cc4ccccc4)CC3)cc2oc1=O | 3% | -4% | -2%
Cc1ccccc1C(=O)Nc1ccc(O)cc1C(=O)O | -3% | 19% | 4%
O=C(N/N=C/C=C/c1ccccc1)c1cccs1 | -7% | 0% | 3%
COc1cccc(CC(=O)Nc2nc(-c3cccnc3)cs2)c1 | -2% | 0% | -8%
Cc1ccc2c(=O)c(C(=O)c3ccccc3)cn(CC(=O)Nc3ccc4c(c3)OCCO4)c2n1 | -21% | -2% | .
Cc1c(C(C)CCCO)oc(=O)c2c1Oc1c(C)c(C(C)C[C@H](C)O)oc(=O)c1C2 (stereo partly drawn) | -1% | 15% | .
Cn1c(=O)n(C)c2cc(S(=O)(=O)Nc3ccccc3C(=O)O)ccc21 | -9%&-11% | 6%&4% | -4%
CCOC(=O)Cn1c(=O)oc2cc(S(=O)(=O)NCc3ccccn3)ccc21 | -11% | -9% | 3%
CC(C)(C)NC(=O)CSc1nncn1-c1ccccc1 | -4% | 8% | 0%

Four records picked at random from the list so far, as already listed:
SMILES | GCN5L2 inh | FEN1 inh | N370S GC
COc1cccc(CC(=O)Nc2nc(-c3cccnc3)cs2)c1 | -2% | 0% | -8%
CCOC(=O)Cn1c(=O)oc2cc(S(=O)(=O)NCc3ccccn3)ccc21 | -11% | -9% | 3%
O=C(N/N=C/C=C/c1ccccc1)c1cccs1 | -7% | 0% | 3%
O=C(NNC(=O)c1cc(-c2ccncc2)nc2ccccc12)c1ccccc1O | -29% | -2% | -8%

(continued)
SMILES | GCN5L2 inh | FEN1 inh | N370S GC
Cc1ccc(-c2noc(-c3cccs3)n2)cc1 | -5% | -14% | 14%
CNS(=O)(=O)c1ccc(NC(=O)Nc2ccc3c(c2)OCO3)cc1 | -14% | 1% | -3%
CCC1CCc2c(sc(NC(=O)c3cnccn3)c2C(N)=O)C1 (stereo not drawn) | -7% | -3% | -3%
CS(=O)(=O)N1CCN=C1SCc1cccc(F)c1 | -1% | 21% | -7%
COCC(=O)N1CCC2(CC1)CN(C(=O)Nc1ccccc1)C2 | 9% | . | 9%
O=C(CC1C(=O)N(c2ccccc2)C(=O)N1C1CCCCC1)Nc1ccccc1 (stereo not drawn) | -6% | -11% | -15%
O=C(Nc1nc2c(F)cc(F)cc2s1)c1ccc(S(=O)(=O)N2CCc3ccccc32)cc1 | -25% | 10% | .
O=C(Nc1ccc(F)cc1F)c1ccc(-n2cnnc2)cc1 | -4% | 20% | .
Cc1ccc(N(CCC#N)C(=O)COC(=O)C2=COCCO2)cc1 | -4% | -4% | 1%
CCn1c(C(=O)NCc2cccc(Br)c2)cc2oc3ccccc3c21 | -7% | -17% | .
CCOc1cc(/C=N\Nc2nc(-c3ccc(C)cc3)c(NC(C)=O)s2)ccc1O | -4% | 5% | -3%
CCNC(=S)N1CCNC(=O)C1CC(=O)OC (stereo not drawn) | 2% | 19% | 12%

Three compounds from above, sorted by length of the SMILES, lowest first.
SMILES | GCN5L2 inh | FEN1 inh | N370S GC
CCNC(=S)N1CCNC(=O)C1CC(=O)OC (stereo not drawn) | 2% | 19% | 12%
Cc1ccc(-c2noc(-c3cccs3)n2)cc1 | -5% | -14% | 14%
CNS(=O)(=O)c1ccc(NC(=O)Nc2ccc3c(c2)OCO3)cc1 | -14% | 1% | -3%

The listing continues.
SMILES | GCN5L2 inh | FEN1 inh | N370S GC
O=c1c2ccccc2nc(/C=C/c2ccc(O)cc2)n1CCc1ccccc1 | -5% | -23% | 7%
CC(=O)Nc1nc(-c2ccccc2)cc(-c2ccco2)c1C#N | -5% | -5% | .
CSc1ccccc1OCc1cc(C(=O)NCCc2nc(C)cc(C)n2)no1 | -10% | 14% | 13%
O=C1CCC(C(=O)N2CCSCC2)CN1Cc1cccc(C(F)(F)F)c1 (stereo not drawn) | -7% | 8% | -9%
COC(=O)CN1C(=O)C(O)(CC(=O)c2ccc(C)cc2)c2ccccc21 (stereo not drawn) | -19% | 1% | 10%
NC(=O)Cn1nc(C(F)(F)F)c2c1CCCC2 | -2% | -6% | 1%
Cc1cccc(Cn2nnc3c2C(=O)c2ccccc2C3=O)c1 | -3% | 5% | 9%
CCOC(=O)C1(Cc2cccc(OC)c2)CCN(Cc2ccon2)CC1 | 2% | -11% | -12%
Cc1ccc(C(=O)N2CCCCC2CCN2CCCCC2)cc1 (stereo not drawn) | 2% | 2% | .
Cc1cccc2cc(CN(CCCN3CCOCC3)Cc3nnnn3C(C)(C)C)c(=O)[nH]c12 | 0% | -18% | -17%
CC(=O)/C=C/c1ccc(C)o1 | 2% | 2% | 20%
Cc1ccc(C2(O)CN(c3ccccc3C)C3=[N+]2CCS3)cc1 (stereo not drawn) | 2% | -13% | -17%
Cc1cc(O)c(Sc2ncn[nH]2)cc1NS(=O)(=O)c1ccc(Cl)cc1 | -6% | -2% | .
CC(C)(C)c1ccc(-c2cc(-c3ccccc3O)[nH]n2)cc1 | -8% | ? | ?
COc1ccc(CN2CCn3ncc(C(=O)Nc4cccc(C)c4)c3C2=O)cc1 | 10% | -1% | 24%
COc1cc2ccccc2cc1C(=O)NNC(=O)c1ccccc1O | -2% | . | -2%
O=c1[nH]cnc2nn(-c3ccccc3)nc12 | -13% | -4% | 5%
Clc1ccc(Cc2noc(-c3cccs3)n2)cc1 | -13% | -16% | 6%
Cn1cc(Cl)c(C(=O)Nc2nccs2)n1 | -3% | 3% | -9%
COc1cc(CCC(=O)Nc2sccc2C#N)cc(OC)c1OC | -2% | -13% | -10%
CS(=O)(=O)c1ccc2nc(NC(=O)CN3C(=O)C4CC=CCC4C3=O)sc2c1 (stereo not drawn) | -4% | -7% | -1%
COc1ccc(C2NC(=O)c3ccccc3N2)cc1 (stereo not drawn) | 21% | 3% | -11%
CC1(C)Cc2c(sc3nnn(Cc4ccccc4)c(=O)c23)CO1 | -10% | -10% | ?
COc1ccc(-n2c(SCC(=O)Nc3cc(C(=O)O)ccc3C)nc3ccccc3c2=O)cc1Cl | -1% | 13% | 2%
O=C(CCc1nc2ccccc2s1)OCC(=O)c1ccccc1 | -2% | 11% | 7%
Cc1cc(C(C)(C)C)cc(C)c1COC(=O)c1cccnc1 | -10% | -21% | 4%
COc1ccc2c(CCNC(=O)/C=C/c3ccc(OC)c(OC)c3)c[nH]c2c1 | -4% | -22% | -7%
Cc1cc(N2CCN(c3ccccc3)CC2)n2cc(-c3ccccc3)nc2n1 | 18% | ? | 3%
O=C(Cc1ccc(-c2ccccc2)cc1)Nc1ccccn1 | -5% | 3% | -12%
CSc1ccccc1NC(=O)CN(C)C(=O)c1ccc(NC(=O)c2cccs2)cc1 | -3% | 19% | .
CC(=O)c1ccc(NC(=O)c2ccc(CSc3ccccc3)o2)cc1 | -10% | -14% | ?
CCNC(=S)N/N=C/c1sccc1C | -2% | . | -5%
Brc1cccc(/C=N/Nc2nn[nH]n2)c1 | -8% | -6% | 2%
C(=N\n1cnnc1)/C1CCCCC1 | 5% | 1% | -5%
CCOc1ccc(Nc2nc(N3CCOCC3)nc(N3CCOCC3)n2)cc1 | -4% | 5% | 5%
Cn1cc(S(=O)(=O)N2CCN(Cc3ccccc3)CC2)c(=O)n(C)c1=O | 1% | 15% | 4%
CCOC(=O)c1sc(NC(=O)CNCc2cccnc2)c(C(=O)OCC)c1C | -1% | -5% | 14%
CN(C)c1ccc(C(=O)NCC2CCCO2)cc1 (stereo not drawn) | 1% | 2% | 10%
CCC(C)(C)n1nnnc1C(c1cc2cccc(C)c2[nH]c1=O)N1CCN(C(=O)c2ccco2)CC1 (stereo not drawn) | -3% | -2% | -7%
COc1ccc(CCNC(=O)Cc2ccc(OCc3ccccc3)c(OC)c2[N+](=O)[O-])cc1OCc1ccccc1 | -10% | 1% | .
C=CCNC(=O)CN1C2CCCC1CC(NC(=O)c1ccccc1C)C2 (stereo not drawn) | 0% | -9% | 7%
Cn1c(=O)c([N+](=O)[O-])c(-n2cnc3ccccc32)c2ccccc21 | 2% | -13% | 0%
Nc1ncnc2c1ncn2[C@@H]1O[C@H](CNS(=O)(=O)c2ccc(-c3ccno3)s2)[C@@H](O)[C@H]1O | 0% | 18% | .
CN(CC(=O)Nc1ccccc1C(F)(F)F)C(=O)COc1cccnc1[N+](=O)[O-] | -6% | -2% | 8%
O=c1cc(-c2ccccc2)n2c(SCc3ccccc3Cl)nnc2[nH]1 | -5% | -4% | .
CC[C@H](C)[C@@H](NC(=O)O[C@@H]1C(=O)c2cc(Br)ccc2O[C@H]1c1ccc2c(c1)OCO2)C(=O)OC | -13% | . | 2%&2%
CCN1CCN(CCNC(=O)CCCn2nc(C)c3c(C)n(-c4ccc(C)cc4)nc3c2=O)CC1 | -5% | 0% | 7%
Cc1ccc(OCC(=O)NCC(c2ccc(Cl)cc2)N2CCCCC2)cc1 (stereo not drawn) | -4% | -20% | .

A few values from above:
GCN5L2 inh with Cn1c(=O)c([N+](=O)[O-])c(-n2cnc3ccccc32)c2ccccc21 is entered as 2%
FEN1 inh with CC1(C)Cc2c(sc3nnn(Cc4ccccc4)c(=O)c23)CO1 is entered as -10%
N370S GC with COc1cc(CCC(=O)Nc2sccc2C#N)cc(OC)c1OC is entered as -10%

Returning to the listing, repeating the 2 entries before the break.
SMILES | GCN5L2 inh | FEN1 inh | N370S GC
CCN1CCN(CCNC(=O)CCCn2nc(C)c3c(C)n(-c4ccc(C)cc4)nc3c2=O)CC1 | -5% | 0% | 7%
Cc1ccc(OCC(=O)NCC(c2ccc(Cl)cc2)N2CCCCC2)cc1 (stereo not drawn) | -4% | -20% | .
O=C(NCc1ccccc1)C1CCN(S(=O)(=O)c2ccc3[nH]c(=O)ccc3c2)CC1 | -4% | 2% | .
CN(C)/C=C1/C(=O)N(c2ccc([N+](=O)[O-])cc2)N=C1c1ccccc1 | -15% | . | 1%
CCOC(=O)N1CCN(c2nc(-c3ccccc3)c3ccccc3n2)CC1 | 6% | -6% | 1%
Cc1ccc(N2CCN(C(=O)CCc3c(C)nc4c(c3C)c(=O)n(C)c(=O)n4C)CC2)c(C)c1 | -2% | -11% | .
Cc1ccc(CNC(=O)c2ccc(Cl)cc2[N+](=O)[O-])cc1 | -4% | -3% | 4%
Cc1cccc(C)c1NC(=O)C/C(N)=N/O | ? | -5% | 2%
CCN(C(=O)CSc1nnc(-c2cccs2)o1)C1CCS(=O)(=O)C1 (stereo not drawn) | -15% | -1% | 1%
CCN(CC)c1ccc(C(=O)N2CCC(c3c[nH]c4ccccc34)(c3c[nH]c4ccccc34)CC2)cc1 | -1% | -16% | .
O=C(CN(CC1CCCO1)C(=O)CNS(=O)(=O)c1ccc(Cl)cc1)NC1CCCCC1 (stereo not drawn) | 0% | 5% | -13%
COc1ccc(-c2cn(-c3ccccc3)nc2CO)cc1 | -5% | 3% | -1%
CCOc1ccccc1NC(=O)CSc1nc(N)c(C#N)cc1C#N | -1% | -14% | -28%
CCN(CC)c1ccc(-c2nc(-c3ccccn3)no2)cc1[N+](=O)[O-] | -5% | -2% | .
CCOC(=O)c1cc2c(ccn2C)n1Cc1ccc(C#N)cc1 | -1% | ? | 26%
CCNC(=S)NNC(=O)c1cc(Br)cs1 | 0% | -4% | 12%
CCCCCCC(=O)Oc1ccc(N2C(=O)CCC2=O)cc1 | -3% | -1% | -11%
CCn1c(CNC(=O)c2cccc(C)c2)nnc1SCC(=O)Nc1cccc(OC)c1 | 0% | -13% | 8%
CCOC(=O)COc1ccc(S(=O)(=O)NC2CC2)cc1 | -24% | 7% | 0%
O=C(c1cccc(S(=O)(=O)Nc2ccc(F)cc2)c1)N1CCCC1 | 1% | 0% | .
C/C(=N\O)c1ccccc1C(=O)O | 3% | -5% | 2%
O=C(Cc1ccccc1)NNC(=S)NC(=O)c1cccs1 | 16% | 0% | -1%
Cc1cc(=O)cc(C)n1-c1ccc(F)cc1F | -3% | 0% | -1%
CN(C)C(=O)N(CCCN1CCOCC1)Cc1cccc2ccccc12 | -2% | 4% | -19%
COc1ccc(/C=C2\CCc3ccccc3C2=O)c(OC)c1OC | -9% | -21% | -13%
C=CCN(C)CCCCCCOc1ccc(C(=O)c2ccc(Br)cc2)c(F)c1 | -22% | -2% | -20%
CCOC(=O)c1cc(CC)sc1/N=C/C1C(=O)CC(C)(C)CC1=O | -1% | 4% | 9%
COc1ccccc1CNC(=O)CCn1nc(C)c2c(C)n(-c3ccccc3)nc2c1=O | ? | 10% | .
Cc1cc(=O)oc(C)c1C(=O)N1CCN(Cc2ccc3c(c2)OCO3)CC1 | -10% | -1% | -4%
COc1ccccc1OCC(=O)NCc1ccco1 | -1% | -2% | 9%
O=C(CCn1ccc2cc(S(=O)(=O)N3CCCC3)ccc21)NCc1ccccc1 | -6% | -2% | 1%
